Compound activity from PubChem BioAssay.
Apoferritin bind: qHTS Assay for Identification of Novel General Anesthetics; Potency, µM (titrated, usually from 77.5 µM), inactives show top-dose activity change, negative = displacement, usual class: inhibitors; apoferritin/1-aminoanthracene competitive binding, fluorescence; 350,000 tested, 0.074% active; Ferritin light chain (Equus caballus), P02791; note: potency is the fitted concentration of half-maximal effect; % is set by controls: 0 for no effect and ±100 for the full control effect; nearly all actives have a fitted effect of over 20% in size
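Apoferritin-based anesthetic binding model; compound displacement of fluorescent 1-AMA measured as endpoint fluorescence after 10 minutes at room temperature, scaled to free-ligand and complex controls.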
D1 antag: Antagonist of Human D 1 Dopamine Receptor: qHTS | D(1A) dopamine receptor (Homo sapiens), P21728 | HEK293 TREx D1 cells, calcium flux, dopamine EC80; active compounds read low | activity change, negative = inhibition, % at 10 µM | 360,000 tested, 3.2% active | AID 504652, 2011; in the data active = activity change below about -30%; note: % is set by controls: 0 for no effect and ±100 for the full control effect
Target sequence (P21728 whole entry, looked up): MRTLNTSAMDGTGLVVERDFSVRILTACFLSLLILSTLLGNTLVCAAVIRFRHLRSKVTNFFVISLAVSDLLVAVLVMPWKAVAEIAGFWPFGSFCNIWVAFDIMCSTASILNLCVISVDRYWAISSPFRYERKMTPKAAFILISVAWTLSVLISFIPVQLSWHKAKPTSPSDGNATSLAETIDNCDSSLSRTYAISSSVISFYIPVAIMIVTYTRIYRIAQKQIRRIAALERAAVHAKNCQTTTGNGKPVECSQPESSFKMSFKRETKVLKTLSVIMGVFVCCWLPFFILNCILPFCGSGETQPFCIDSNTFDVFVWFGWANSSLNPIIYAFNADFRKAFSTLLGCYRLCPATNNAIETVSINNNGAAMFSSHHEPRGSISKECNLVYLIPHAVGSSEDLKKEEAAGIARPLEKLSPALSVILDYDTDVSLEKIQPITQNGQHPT
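After overnight tetracycline induction at 30 C, force-coupled D1 HEK293 cells took up a no-wash calcium dye at room temperature. Compounds were added and monitored 180 s, and the response to EC80 dopamine was then recorded.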
D1 potentiator: Potentiators of Human D1 Dopamine Receptor: qHTS; 360,000 tested, 0.036% active; potentiation, % at 10 µM; HEK293 TREx D1 cells, calcium flux, dopamine EC20 potentiation; in the data active = potentiation above about 30%; note: 0% is about no effect
D2 PAM: HTS Assay for Positive Allosteric Modulators of the Human D2 Dopamine Receptor: Primary Screen for Potentiators; D(2) dopamine receptor (Homo sapiens), P14416; HEK293 T-REx D2, calcium flux, EC20 dopamine potentiation; potentiation, % at 10 µM; 340,000 tested, 0.34% active;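 active = potentiation over 3 SD above the plate norm, cut at about 30% in these data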; note: 0% is about no effect
Target sequence (P14416 whole entry, looked up): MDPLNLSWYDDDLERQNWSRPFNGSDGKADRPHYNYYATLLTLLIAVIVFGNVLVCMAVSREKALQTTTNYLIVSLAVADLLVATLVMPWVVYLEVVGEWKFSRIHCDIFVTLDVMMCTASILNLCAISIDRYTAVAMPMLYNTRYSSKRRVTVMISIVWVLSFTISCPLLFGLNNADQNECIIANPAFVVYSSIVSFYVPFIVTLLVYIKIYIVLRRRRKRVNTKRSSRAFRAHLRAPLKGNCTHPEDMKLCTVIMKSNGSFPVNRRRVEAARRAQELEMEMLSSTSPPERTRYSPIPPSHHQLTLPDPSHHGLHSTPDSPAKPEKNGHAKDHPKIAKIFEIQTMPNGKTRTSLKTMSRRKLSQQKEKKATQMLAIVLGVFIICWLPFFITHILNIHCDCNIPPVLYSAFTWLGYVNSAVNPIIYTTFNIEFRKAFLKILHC
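Potentiation of an EC20 dopamine calcium response is measured in a force-coupled, tetracycline-inducible Hek293 Trex D2 line. Compound-only kinetic reads over 180 s flag agonists before dopamine addition.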
D1 ag: Allosteric Agonists of the Human D1 Dopamine Receptor: qHTS; HEK293 T-REx D1 cells, calcium flux, agonist mode; 360,000 tested, 1% active; activation, % at 2 µM; D(1A) dopamine receptor (Homo sapiens), P21728; in the data active = activation above about 30%; note: 0% is about no effect
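Agonism was scored from calcium flux recorded over 180 s (1 read/s) after pintool compound addition, following a 10-cycle baseline. Cells were inducible force-coupled HEK293 TREx D1, plated overnight at 30 C and loaded with no-wash calcium dye.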
RXFP1 ag: qHTS Assay for Agonists of the Relaxin Receptor RXFP1 | HEK293T-RXFP1 cAMP TR-FRET, 30 min; response scale: percent of porcine relaxin response, buffer zero | Potency, µM (series often up to 57.5 µM), for the others: at the top dose activation, usual class: activators | AID 2676, 2010 | Relaxin receptor 1 (Homo sapiens), Q9HBX9 | 370,000 tested, 0.3% active; note: potency is the fitted concentration of half-maximal effect; % is set by controls: 0 for no effect and ±100 for the full control effect; nearly all actives have a fitted effect of over 60% in size; many of its hits are not listed in these tables
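cAMP rise read by TR-FRET after 30 min, 37C compound exposure (up to 58 uM) in RXFP1-transfected HEK293 cells with Ro 20174 present. EC50 from Hill-equation fits, with 29 nM porcine relaxin as 100% and buffer as basal.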
TRHR ag: qHTS for Small Molecule Agonists and Allosteric Enhancers of Human TRH Receptor: Primary Screen for Agonists; Thyrotropin-releasing hormone receptor (Homo sapiens), P34981; activation, % at 2 µM; 360,000 tested, 0.18% active; TRHR cells, calcium flux fluo-8, FDSS agonist mode; in the data active = activation above about 30%; note: 0% is about no effect
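Steps: seed TRHR cells overnight; add fluo-8 no-wash Ca dye, RT 30 min–1.5 h; record 10 s baseline; pin-transfer compounds; monitor fluorescence 1 cycle/s for the agonist window. Calcium increases flag candidate agonists.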
TRHR enhancer: qHTS for Small Molecule Agonists and Allosteric Enhancers of Human TRH Receptor: Primary Screen for Enhancers; Thyrotropin-releasing hormone receptor (Homo sapiens), P34981; enhancement, % at 2 µM; TRHR cells, fluo-8 calcium fluorescence, EC20 TRH enhancement; 360,000 tested, 0.66% active; AID 493056, 2011; in the data active = enhancement above about 30%; note: 0% is about no effect
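TRHR-expressing cells loaded with fluo-8 calcium dye were read kinetically (ex 480/em 530) during compound addition, then stimulated with an EC20 of TRH (10 nM final). Enhancement of the Gq-mediated intracellular calcium response was scored.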
RXFP1 antagonist: qHTS Assay for Antagonists of the Relaxin Receptor RXFP1. 350,000 tested, 0.59% active. HEK293-RXFP1, relaxin-stimulated cAMP HTRF, 30 min; active compounds read low. activity change, negative = inhibition, % at 57.5 µM;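 active = activity change of -60% or lower, but not beyond a set lower limit; inconclusive = change between -60% and -40%, or beyond the set limit; inactive = change above -40%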; note: % is set by controls: 0 for no effect and ±100 for the full control effect
* hit, by the source's call; ? = inconclusive; . = no result given. Unless noted, calls come from the whole dose curve; as a rule, active = well fitted curve in the direction sought with a large enough effect; inconclusive = small, poorly fitted or top-dose-only effect, or another doubt; inactive = no such curve, though single readings can be large; an effect the other way counts as inactive or inconclusive. Not all compounds are listed, so the mix of outcomes need not match the whole.

#1 Cc1nnnn1/C(=C\c1ccccc1)C(=O)OCC(=O)Nc1cccc(S(=O)(=O)N(C)C)c1
#2 COCCNc1nnc(SCC(=O)N2CCN(S(=O)(=O)c3ccccc3)CC2)s1
#3 O=C(N/N=C/c1ccccc1O)c1ccncc1
#4 COc1ccc(N2C(=O)CC(N3CCN(c4ccc(Cl)cc4)CC3)C2=O)cc1 (stereo not drawn)
#5 CCN1CCN(C(=O)c2ccc(N3CC4CC(C3)c3cccc(=O)n3C4)c([N+](=O)[O-])c2)CC1 (stereo not drawn)
#6 COc1ccccc1CN(C(=O)Cc1cccs1)C(C(=O)NC1CCCC1)c1ccncc1 (stereo not drawn)
#7 O=C(CN1CCN(S(=O)(=O)c2ccccc2)CC1)Nc1ccccc1Cl
#8 O=C(OCc1cncs1)c1ccccc1
compound no.	1	2	3	4	5	6	7	8
D1 ag	0	2	-2	5	4	-1	9	3
RXFP1 ag	-0.5%	-0.5%	0.0%	-0.2%	-1.5%	0.7%	-1.0%	4.0%
D1 potentiator	-6	-6	0	-9	-2	2	-5	-2
TRHR enhancer	-5	-2	-3	-3	4	-15	-2	5
Apoferritin bind	.	-8%	.	-9%	-7%	-13%	-7%	-22%
TRHR ag	0.4	0.6	1.6	0.2	-0.2	-0.2	0.2	0.1
D2 PAM	.	-3	-5	-2	6	-2	-3	10
RXFP1 antagonist	?	1	9	-7	-8	5	2	5
D1 antag	-27	2	-7	10	-2	23	-20	22

#9 O=C(Nc1sc2c(c1C(=O)NCCO)CCCC2)c1ccco1
#10 CCCCc1nc2ccc(S(=O)(=O)O)cc2[nH]1
#11 CC(=O)Nc1ccc(CN2CCC(CO)(CCOc3ccccc3)CC2)cc1
#12 CC(=O)c1ccc(N(C(=O)CS(=O)CC(=O)Nc2ccc(F)cc2)C(C(=O)NC2CCCCC2)c2cccs2)cc1 (stereo not drawn)
#13 Cc1cccc(N2CCN(C(=O)c3ccc4c(c3)CCN4S(C)(=O)=O)CC2)c1C
#14 Cc1cccc(NC(=O)c2ccc3c(c2)C(=O)N(Cc2cccnc2)C3=O)c1C
#15 Clc1ccc(-c2noc(CN(Cc3ccccn3)CC3CCCO3)n2)cc1 (stereo not drawn)
#16 Cc1ccc(S(=O)(=O)N(CCC(=O)Nc2ccc(OC(F)(F)F)cc2)c2ccccc2)cc1
compound no.	9	10	11	12	13	14	15	16
D1 ag	-1	3	4	-1	10	3	6	4
RXFP1 ag	-1.4%	5.8%	-1.0%	-0.3%	-0.2%	-2.6%	-0.6%	-1.3%
D1 potentiator	-3	-4	5	-5	2	-5	6	-2
TRHR enhancer	7	3	-3	0	6	2	-10	-5
Apoferritin bind	-7%	1%	-5%	0%	-14%	-7%	-12%	6%
TRHR ag	0.1	-0.8	0.1	-0.1	-0.1	-2.3	-0.9	1.3
D2 PAM	5	4	-5	4	6	-8	12	-9
RXFP1 antagonist	0	14	-20	-7	-37	1	-35	4
D1 antag	-3	-3	-3	-24	16	-22	2	-7

#17 CCCn1c(SCC(=O)NCc2ccc(F)cc2)n[nH]c1=O
#18 COc1ccccc1NC(=O)c1cc2c(CO)cnc(C)c2oc1=Nc1ccccc1
#19 O=C(Nc1cccc([N+](=O)[O-])c1)Nn1cnnc1
#20 COC(=O)/C(=C/c1ccco1)NC(=O)c1ccco1
#21 CC1(c2cccc(Br)c2)NC(=O)N(CC(=O)NC2CCCCC2)C1=O (stereo not drawn)
#22 Cc1cc(C)c(/C=C/c2onc(C)c2S(=O)(=O)N2CCC(C(=O)NCCc3ccccc3)CC2)c(C)c1
#23 Cc1ccc(S(=O)(=O)NCC(=O)N/N=C/c2ccccc2O)cc1
#24 CCOc1ccccc1C1CC(=O)Nc2cc3c(cc21)OCCO3 (stereo not drawn)
compound no.	17	18	19	20	21	22	23	24
D1 ag	-1	2	15	4	0	2	4	4
RXFP1 ag	1.4%	-2.3%	4.3%	1.7%	1.1%	1.3%	3.8%	3.9%
D1 potentiator	-3	5	-11	-4	-2	-1	-3	-6
TRHR enhancer	-1	-1	0	2	-1	0	-1	-1
Apoferritin bind	-10%	8%	-4%	-6%	.	-14%	?	-14%
TRHR ag	0.1	0.4	0.9	0.5	-0.4	0.4	-0.1	-0.2
D2 PAM	5	2	2	.	-1	6	-8	4
RXFP1 antagonist	-1	-4	10	-5	1	-10	?	10
D1 antag	20	-1	-44*	4	-34*	6	10	20

#25 Cc1ccc(-n2c([S-])c(C(=O)Nc3ccc(OC(F)F)cc3)[n+]3ccc(C(=O)NCCO)cc23)cc1C
#26 CCOC(=O)C1(CCCc2ccccc2)CCN(Cc2ccn[nH]2)CC1
#27 CCc1nnc(NC(=O)c2ccc(S(=O)(=O)N(C)c3ccccc3)cc2)o1
#28 COc1ccc(NC(=O)N2CCCC2C(=O)Nc2ccccc2)cc1 (stereo not drawn)
compound no.	25	26	27	28
D1 ag	-3	6	3	1
RXFP1 ag	?	-0.7%	-0.6%	0.5%
D1 potentiator	3	-4	0	-6
TRHR enhancer	1	5	2	-3
Apoferritin bind	-12%	-9%	-14%	-9%
TRHR ag	1.3	2.8	-0.5	0.8
D2 PAM	1	6	6	-5
RXFP1 antagonist	2	-3	-11	-5
D1 antag	-15	-16	-2	-1

An excerpt of these results, with values under each structure.
Screens in order – D1 ag | RXFP1 ag | D1 potentiator | TRHR enhancer | Apoferritin bind | TRHR ag | D2 PAM | RXFP1 antagonist | D1 antag
19. O=C(Nc1cccc([N+](=O)[O-])c1)Nn1cnnc1
    15 | 4.3% | -11 | 0 | -4% | 0.9 | 2 | 10 | -44*
20. COC(=O)/C(=C/c1ccco1)NC(=O)c1ccco1
    4 | 1.7% | -4 | 2 | -6% | 0.5 | . | -5 | 4
21. CC1(c2cccc(Br)c2)NC(=O)N(CC(=O)NC2CCCCC2)C1=O (stereo not drawn)
    0 | 1.1% | -2 | -1 | . | -0.4 | -1 | 1 | -34*
22. Cc1cc(C)c(/C=C/c2onc(C)c2S(=O)(=O)N2CCC(C(=O)NCCc3ccccc3)CC2)c(C)c1
    2 | 1.3% | -1 | 0 | -14% | 0.4 | 6 | -10 | 6
23. Cc1ccc(S(=O)(=O)NCC(=O)N/N=C/c2ccccc2O)cc1
    4 | 3.8% | -3 | -1 | ? | -0.1 | -8 | ? | 10
24. CCOc1ccccc1C1CC(=O)Nc2cc3c(cc21)OCCO3 (stereo not drawn)
    4 | 3.9% | -6 | -1 | -14% | -0.2 | 4 | 10 | 20
25. Cc1ccc(-n2c([S-])c(C(=O)Nc3ccc(OC(F)F)cc3)[n+]3ccc(C(=O)NCCO)cc23)cc1C
    -3 | ? | 3 | 1 | -12% | 1.3 | 1 | 2 | -15
26. CCOC(=O)C1(CCCc2ccccc2)CCN(Cc2ccn[nH]2)CC1
    6 | -0.7% | -4 | 5 | -9% | 2.8 | 6 | -3 | -16
27. CCc1nnc(NC(=O)c2ccc(S(=O)(=O)N(C)c3ccccc3)cc2)o1
    3 | -0.6% | 0 | 2 | -14% | -0.5 | 6 | -11 | -2
28. COc1ccc(NC(=O)N2CCCC2C(=O)Nc2ccccc2)cc1 (stereo not drawn)
    1 | 0.5% | -6 | -3 | -9% | 0.8 | -5 | -5 | -1

An excerpt from above in order of their number in D1 ag, lowest first.
entry | Compound | D1 ag
25 | Cc1ccc(-n2c([S-])c(C(=O)Nc3ccc(OC(F)F)cc3)[n+]3ccc(C(=O)NCCO)cc23)cc1C | -3
28 | COc1ccc(NC(=O)N2CCCC2C(=O)Nc2ccccc2)cc1 (stereo not drawn) | 1
27 | CCc1nnc(NC(=O)c2ccc(S(=O)(=O)N(C)c3ccccc3)cc2)o1 | 3
